DUSP3 inh: inhibitors of human VHR1 phosphatase (DUSP3) | P51452 | recombinant VHR phosphatase, colorimetric substrate read-out | inhibition, % at 20 µM | hit rate 0.7% among 50,000 | AID 1992; in the data active = inhibition above about 60%; also: some results filed as inactive read as strong as hits
Target sequence (P51452 whole entry, looked up): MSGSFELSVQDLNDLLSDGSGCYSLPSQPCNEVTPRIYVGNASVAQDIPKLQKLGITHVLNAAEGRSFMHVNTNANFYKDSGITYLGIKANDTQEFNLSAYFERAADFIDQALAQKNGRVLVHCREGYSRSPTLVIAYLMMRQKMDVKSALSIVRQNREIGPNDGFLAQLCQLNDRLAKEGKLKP
The depositor's hits bear a star. Some of the compounds tested. The share of hits here may be higher or lower than overall.

nr	canonical_smiles	DUSP3 inh
1	COc1cc(/C=C(/C#N)C(=O)Nc2cccc(Br)c2)c([N+](=O)[O-])cc1OC	-8.0
2	COc1ccc(Nc2nc(-c3cc4cc(OC)ccc4oc3=O)cs2)cc1	-35.4
3	CC(C)CN1C(=O)/C(=C/c2ccc(C(C)(C)C)cc2)SC1=S	-7.5
4	CC(=O)Nc1ccccc1C(=O)N1CCN(Cc2ccccc2)CC1	-52.5
5	O=C(c1cc2cc([N+](=O)[O-])ccc2oc1=O)N1CCN(C/C=C/c2ccccc2)CC1	-15.6
6	N#CC1=C(N)Oc2c(sc3ccccc23)C1c1ccc(Br)o1 (centres undefined)	20.7
7	CN(C)c1cccc(NC(=O)C(c2ccccc2)c2ccccc2)c1	-32.9
8	O=C1C2C3C=CC(C3)C2C(=O)N1Nc1ccccc1 (centres undefined)	-33.8
9	COc1cc(/C=N/N=C2c3ccccc3-c3ccccc32)cc(OC)c1OC	-6.0
10	CC(=O)OC(OC(C)=O)C12C=CC(O1)C1C(=O)N(c3cccc([N+](=O)[O-])c3)C(=O)C12 (centres undefined)	-1.6
11	O=C(/C=C/c1ccc2c(c1)OCO2)NCCSCc1cccc(Cl)c1	-34.3
12	CCOc1ccc(/C=N/N2CCN(Cc3ccc(Cl)cc3)CC2)cc1OC	-20.8
13	COc1ccc(C2=NN(C(=O)CCC(=O)O)C(c3ccc(Br)cc3)C2)cc1 (centres undefined)	1.6
14	Cc1ccccc1NC(=O)/C(=C\c1ccccc1Cl)NC(=O)c1ccccc1	2.7
15	COc1ccc(/C=N/Nc2nnc(-c3ccccc3)c(-c3ccccc3)n2)cc1	-14.8
16	COc1cc2c(=O)c3ccccc3sc2c(OC)c1OC	-4.8
17	COc1cc(Br)c(CNc2cccc(C)c2)cc1OC	-2.3
18	Cc1ccc(C(=O)O)cc1N1C(=O)c2ccc(C(=O)c3cccc([N+](=O)[O-])c3)cc2C1=O	14.6
19	C=CCNC(=S)NNC(=O)c1ccccc1Br	-10.5
20	COC(=O)c1nn2c(C(F)(F)F)cc(-c3ccccc3)nc2c1Br	-6.3
21	COc1cccc(C2/C(=C(\O)c3ccccc3)C(=O)C(=O)N2c2cccnc2)c1 (centres undefined)	-0.2
22	O=C1NC(=O)N(c2ccc(Cl)cc2)C(=O)/C1=C/c1ccccc1	-28.6
23	COc1ccc(-n2c(O)c(C=Nc3cccc(Cl)c3)c(=O)[nH]c2=O)cc1	12.6
24	CC(NC(=O)c1ccc([N+](=O)[O-])cc1)C1C2CC3CC(C2)CC1C3 (centres undefined)	4.1
25	Cc1cc(C)c(C(=O)/C=C/c2cccc([N+](=O)[O-])c2)cc1C	-0.2
26	Cn1ccnc1SCC(=O)c1ccc(O)c(O)c1	-6.5
27	O=C(Nc1ccc([N+](=O)[O-])cn1)C1CC1c1ccccc1 (centres undefined)	5.9
28	Cc1cc(/C=N/NC(N)=S)c(C)n1-c1cccc([N+](=O)[O-])c1	9.1
29	CC(C)c1ccc(NC(=O)C(=O)NCC2CCNCC2)cc1	22.2
30	Cc1cc(OCC(=O)Nc2sc3c(c2C(N)=O)CCC(C)C3)ccc1Cl (centres undefined)	-2.3
31	CC(=O)NC1=NN(C(C)=O)C(C)(CCS(=O)(=O)c2ccc(Br)cc2)S1 (centres undefined)	6.0
32	CCc1noc(-c2[nH]c3ccccc3c2C(=O)C(=O)N(C)C)c1C	-2.9
33	Cc1ccc(N(CC(=O)NCC(C)NC(=O)CN(c2ccc(C)cc2)S(C)(=O)=O)S(C)(=O)=O)cc1 (centres undefined)	-11.9
34	COC(=O)c1c(C)oc2ccc(O)cc12	10.9
35	CCOC(=O)c1cccc(NC(=O)c2cncc(Br)c2)c1	-8.9
36	Cc1ccc2[nH]c(C)c(CN3CCCC3)c(=O)c2c1	-19.8
37	Cc1c(N=Cc2ccc3c4c(cccc24)CC3)c(=O)n(-c2ccccc2)n1C	-23.6
38	Cc1cc(OCC(=O)NCc2ccc(Cl)cc2)ccc1Br	-4.6
39	O=C(N/N=C/c1ccccc1O)c1n[nH]c2c1CCC2	5.6
40	CCOc1ccc(NS(=O)(=O)c2ccc(Br)cc2)cc1	-12.8
41	CCOc1ccc2nc(SCC)[nH]c2c1	-6.0
42	O=S(=O)(c1cccs1)N1CCN(Cc2ccccc2)CC1	118.2
43	CCCC(=O)Nc1ccc2oc(-c3cc(Br)ccc3Cl)nc2c1	9.5
44	CC(=O)CCc1c(C)c2ccccc2[nH]c1=S	7.8
45	CCn1c2ccccc2c2cc(CN3CCN(Cc4ccccc4OC)CC3)ccc21	1.5
46	CC(C)CN1C(=O)/C(=C/c2cn(-c3ccccc3)nc2-c2cccs2)SC1=S	-3.7
47	CCC(=O)c1ccc(N2CCCCCC2)c(F)c1	1.0
48	COc1ccc(C(=O)N/C(=C\c2cccc([N+](=O)[O-])c2)C(=O)NCC2CCCO2)cc1 (centres undefined)	2.4
49	COc1ccc2nc(NC(=O)c3sc4cc([N+](=O)[O-])ccc4c3Cl)sc2c1	-19.2
50	O=C(Nc1ccccc1F)c1ccccc1	-25.3

(continued)
nr	canonical_smiles	DUSP3 inh
51	O=C(COc1ccc(Cl)cc1Br)NNC(=O)c1ccccc1F	-9.3
52	NC(=O)c1ccc(NC(=O)CCC(=O)O)cc1	1.3
53	COC(=O)c1cc(C(=O)NCCCN(C)C)cc([N+](=O)[O-])c1	-3.9
54	CCN(CC)c1ccc(C(=O)NCC(=O)OC)cc1	-39.3
55	COc1ccc(C(C2=C(O)CC(C)(C)CC2=O)C2C(=O)CC(C)(C)CC2=O)c2ccccc12 (centres undefined)	-15.9
56	O=C(c1ccc(Cl)cc1)c1cc2ccccc2o1	-17.6
57	O=C(CCCOc1ccc(Cl)cc1Cl)Nc1ccc(F)c(Cl)c1	-12.3
58	O=C1/C(=C/c2ccc(O)c(O)c2)SC(=S)N1c1ccc(O)cc1	25.7
59	O=C1/C(=C/c2ccc(Cl)cc2Cl)SC(=S)N1C1CCS(=O)(=O)C1 (centres undefined)	-7.0
60	Cc1ccc(-c2nc3sc4c(c3c(=O)o2)CCCCC4)cc1	-4.6
61	Nc1ccc2nn(-c3ccc(Cl)cc3)nc2c1	-4.4
62	CCOC(=O)c1ccccc1NC(=O)Cn1cnc2c1c(=O)n(C)c(=O)n2C	3.8
63	CC1(C)c2ssc(=S)c2-c2ccccc2N1C(=O)COc1nc2ccccc2s1	-21.4
64	CCN(CC)S(=O)C12CC3CC(CC(C3)C1)C2 (centres undefined)	5.6
65	COc1ccc(C2NC(=O)NC(C)=C2C(=O)Nc2cccc(Cl)c2)cc1 (centres undefined)	14.6
66	CC(C)(C)c1ccc(S(=O)(=O)N2CCCC2)cc1	-16.2
67	COc1ccc(Br)cc1/C=N/N=C1/NC(=O)CS1	7.5
68	O=C(/C=C/c1ccc(-c2ccccc2)o1)c1ccco1	-22.2
69	COc1cccc(C(=O)NC(NC(=S)Nc2ccccc2Cl)C(Cl)(Cl)Cl)c1 (centres undefined)	-8.2
70	CC1=C(C(=O)OCCc2ccccc2)C(c2ccc(C)s2)NC(=O)N1 (centres undefined)	-13.7
71	COc1ccc(OC)c(NC(=O)CN(c2cc(OC)ccc2OC)S(C)(=O)=O)c1	9.2
72	CCCNC(=O)c1c(NC(=O)c2cccc(C)c2)sc2c1CCCC2	13.7
73	Cc1sc(CO)c(Sc2ccccc2)c1C(=O)O	-9.1
74	O=C(/C=C/c1cccc([N+](=O)[O-])c1)Nc1ccc(F)cc1	-2.5
75	C=CCn1c(SCC(=O)O)nnc1-c1ccncc1	-5.6
76	O=C(Cc1n[nH]c(=O)[nH]c1=O)N/N=C/c1ccc(C(F)(F)F)cc1	-9.4
77	COc1ccc(OC)c(/C=C(/C#N)C(=O)Nc2cccc(Br)c2)c1	21.9
78	CCOc1ccc(S(=O)(=O)N(CC(=O)Nc2ccc(C)cc2C)c2ccc(C)cc2)cc1	-2.3
79	CCOc1cc(C=C2C(=O)NC(=S)NC2=O)ccc1OCc1ccccc1F	4.1
80	N#Cc1c(N)nc(SCC(=O)c2ccc(O)c(O)c2)c(C#N)c1-c1ccc(O)cc1	-1.9
81	CCOc1ccc(C(=O)Nc2ncc([N+](=O)[O-])s2)cc1OCC	24.1
82	O=C1CN=C(Nc2nc3ccccc3o2)N1	-27.1
83	COc1cccc(N=Cc2ccc(O)cc2O)c1	79.5
84	O=C(COc1c(Br)cc(Br)cc1Br)N/N=C/c1ccc(O)c([N+](=O)[O-])c1	-2.3
85	CC(C)COc1ccc(C(=O)Nc2ccc(N3CCOCC3)c(Cl)c2)cc1	-13.2
86	O=C(CN1C(=O)c2cccc3cccc(c23)C1=O)NCCN1CCOCC1	-17.3
87	O=c1[nH]c(=S)[nH]c(O)c1C(c1ccncc1)c1c(O)[nH]c(=S)[nH]c1=O	1.7
88	O=C(c1ccc(Cl)cc1Cl)N1CCN(c2cc(N3CCCCC3)c(F)cc2[N+](=O)[O-])CC1	7.0
89	Cc1cc(Cl)ccc1OCC(=O)Nc1ccc(N2CCOCC2)cc1	-18.3
90	CCCn1c(C(O)c2ccc(N(C)C)cc2)nc2ccccc21 (centres undefined)	-4.3

2 entries picked at random from those above, as already listed:
nr	canonical_smiles	DUSP3 inh
81	CCOc1ccc(C(=O)Nc2ncc([N+](=O)[O-])s2)cc1OCC	24.1
85	CC(C)COc1ccc(C(=O)Nc2ccc(N3CCOCC3)c(Cl)c2)cc1	-13.2

Continuation:
nr	canonical_smiles	DUSP3 inh
91	CS(=O)(=O)N(CC(=O)O)c1ccccc1Cl	-10.2
92	NC(=O)c1ccccc1NC(=O)c1cccc(F)c1	-18.5
93	O=C(c1ccccc1)N1CCN(S(=O)(=O)c2ccccc2)C1	0.1
94	O=C1CSC(=O)N1CN1CCCCC1	-5.0
95	COCCCNC(=O)c1cc(-c2ccccc2)nc2ccccc12	6.5
96	CN(C)c1ccc(NC(=O)C(=O)NCCC2=CCCCC2)cc1	-55.9
97	CC(C)OC(=O)c1c(-c2ccc(Cl)cc2Cl)csc1NC(=O)CCC(=O)O	-19.1
98	CC(C)(C)CC(C)(C)NC(=O)CSCC(=O)Nc1ccc2ccccc2c1	29.5
99	O=C(NC(=S)Nc1cc([N+](=O)[O-])cc(Cl)c1O)c1cccnc1	3.1
100	Cc1ccc(NC(=O)CSCC(=O)Nc2ccccc2)c(C)c1	8.1

3 structures from above, sorted by molar mass, rising:
nr	canonical_smiles	DUSP3 inh
41	CCOc1ccc2nc(SCC)[nH]c2c1	-6.0
46	CC(C)CN1C(=O)/C(=C/c2cn(-c3ccccc3)nc2-c2cccs2)SC1=S	-3.7
84	O=C(COc1c(Br)cc(Br)cc1Br)N/N=C/c1ccc(O)c([N+](=O)[O-])c1	-2.3

More records
nr	canonical_smiles	DUSP3 inh
101	COc1cccc(N2C(=O)/C(=C/c3ccc(O)c(OC)c3)SC2=S)c1	27.4
102	O=C(CCNC(=O)/C(=C\c1ccccc1)NC(=O)c1ccco1)OCc1ccccc1	7.3
103	COc1ccc(C(=O)CSc2nc3cc(OC)ccc3n2Cc2ccccc2)cc1	58.3
104	O=C(CN1C(=O)/C(=C/c2ccc(Br)cc2)SC1=S)Nc1ncc(Cc2cccc([N+](=O)[O-])c2)s1	-13.4
105	COC(=O)c1cc(NC(=O)c2ccc(Cl)c([N+](=O)[O-])c2)cc(C(=O)OC)c1	-22.6
106	COc1ccc(C2=Nc3ccc(Br)cc3C(c3ccccc3)N2CC(=O)NN)cc1 (centres undefined)	2.8
107	CCCC1=NN2C(=N)/C(=C/c3cccc(OCc4ccccc4F)c3)C(=O)N=C2S1	3.5
108	Cc1ccc(S(N)(=O)=O)cc1NC(=O)COc1ccccc1	-10.1
109	CC1CCN(c2ccc(C(=O)c3ccccc3)cc2F)CC1	-2.3
110	COc1ccc(N2C(=O)C(Cl)=C(Nc3ccc(F)cc3)C2=O)cc1	-28.3
111	C/C(=N\NC(=O)C1CC1)c1ccccn1	-15.2
112	O=c1[nH]c2ccccc2n1CCCN1CCN(C(c2ccccc2)c2ccccc2)CC1	-6.8
113	Cc1ccccc1NC(=O)CC1c2ccccc2CC(C)(C)N1C (centres undefined)	-36.8
114	CCOC(=O)C1=C(C)N=c2s/c(=C\c3ccc(NC(C)=O)cc3)c(=O)n2C1c1ccccc1 (centres undefined)	24.3
115	COc1ccc(OCC(=O)Nc2ccc(OC)cc2OC)cc1	-44.9
116	O=c1oc2ccc3ccccc3c2cc1-c1ccc(I)cc1	-5.7
117	CC(Oc1ccccc1)C(=O)Nc1cccc(C(=O)Nc2ccccc2Cl)c1 (centres undefined)	-3.4
118	COc1ccc(CNC(=O)COc2ccccc2C)cc1	-15.1
119	COc1cc(/C=C2/NC(=S)NC2=O)ccc1OCc1ccc(I)cc1	-2.9
120	COc1ccc(-c2cnc(NC(=O)/C=C/c3cccs3)s2)cc1	6.7
121	O=C(NCC1CC2CC1C1CC21)c1ccc(F)cc1 (centres undefined)	-35.8
122	CC(C)c1ccc(/C=N/n2cnnc2)cc1[N+](=O)[O-]	-10.7
123	COCc1cc(C)nc(SCC(=O)NC(C)(C)C)c1C#N	-18.8
124	CN1C(=O)C(=Cc2ccc(O)c([N+](=O)[O-])c2)C(=O)N(C)C1=O	-22.5
125	Nc1cc(-c2ccccc2)nn1-c1ccccc1	3.6
126	Cc1onc(-c2ccccc2Cl)c1C(=O)NCCC(c1ccccc1)c1ccccc1	-34.3
127	CC1CCC2(CC1)OCC1(CCC3(COC4(CCC(C)CC4)OC3)C1=O)CO2 (centres undefined)	-13.1
128	O=C1C(Cl)=C(Nc2cccc(C(F)(F)F)c2)C(=O)c2ccccc21	-7.9
129	CCN(Cc1ccccc1)C(=O)c1ccc(Cl)c([N+](=O)[O-])c1	4.1
130	CC1(C)CC(=O)c2sc(NC(=O)CSc3nc4ccccc4o3)nc2C1	-12.6
131	COc1cc(C2/C(=C(/O)c3ccccc3)C(=O)C(=O)N2c2cccc(C)c2)ccc1O (centres undefined)	-8.0
132	COc1ccc(/C=C(/NC(=O)c2ccc(C)cc2)C(=O)N2CCCCCC2)cc1OC	10.5
133	Cc1c(C2(c3c(C)n(C)n(-c4ccccc4)c3=O)C(=O)Nc3ccccc32)c(=O)n(-c2ccccc2)n1C	-9.8
